# Compound activity deposited in PubChem BioAssay by several laboratories.
# NRP1-CendR mod: modulators of CendR peptide binding to NRP-1, primary screen, biochemical, fluorescence polarization, uHTS. AID 602438, 2012. Neuropilin-1 (Homo sapiens), O14786. 360,000 tested, 0.85% active. inhibition, % at 25 µM. FAM-RPARPAR peptide binding to NRP-1;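 active means inhibition or corrected inhibition above about 18%, plus a signal ratio from 0.5 to 1.5, limit read from the data, passing the limit was not always enough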; further: strong numbers were not always called active
# Target sequence (O14786 whole entry, looked up): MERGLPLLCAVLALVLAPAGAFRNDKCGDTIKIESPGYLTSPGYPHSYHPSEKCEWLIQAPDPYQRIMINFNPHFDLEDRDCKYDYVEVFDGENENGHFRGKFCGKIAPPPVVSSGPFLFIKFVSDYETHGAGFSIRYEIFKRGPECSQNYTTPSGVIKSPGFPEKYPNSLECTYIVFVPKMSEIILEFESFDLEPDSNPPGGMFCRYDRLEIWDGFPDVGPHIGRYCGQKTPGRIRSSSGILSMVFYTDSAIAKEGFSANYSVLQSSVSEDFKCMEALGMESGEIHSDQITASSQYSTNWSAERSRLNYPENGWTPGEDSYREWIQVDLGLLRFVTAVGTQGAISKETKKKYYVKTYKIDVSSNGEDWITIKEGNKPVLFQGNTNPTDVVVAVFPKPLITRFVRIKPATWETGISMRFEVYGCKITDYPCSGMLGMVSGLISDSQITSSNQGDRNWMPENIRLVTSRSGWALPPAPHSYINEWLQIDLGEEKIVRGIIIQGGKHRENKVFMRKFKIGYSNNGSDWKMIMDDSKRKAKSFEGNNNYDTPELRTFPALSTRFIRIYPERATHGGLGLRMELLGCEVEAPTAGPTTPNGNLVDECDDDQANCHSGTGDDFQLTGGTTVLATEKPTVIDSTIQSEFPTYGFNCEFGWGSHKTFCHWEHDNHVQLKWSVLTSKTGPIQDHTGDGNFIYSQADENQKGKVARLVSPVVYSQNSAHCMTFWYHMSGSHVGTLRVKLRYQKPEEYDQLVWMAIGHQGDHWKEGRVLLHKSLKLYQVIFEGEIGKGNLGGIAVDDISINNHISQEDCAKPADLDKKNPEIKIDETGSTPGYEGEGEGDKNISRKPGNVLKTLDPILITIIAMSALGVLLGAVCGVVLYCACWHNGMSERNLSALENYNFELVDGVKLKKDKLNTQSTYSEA
# FAS TE block: FAS thioesterase domain inhibitors, primary screen, biochemical, fluorescence intensity, uHTS; recombinant FAS-TE, OMFH fluorogenic substrate, fluorescence endpoint; inhibition, % at 15 µM; 360,000 tested, 0.67% active;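 active means compounds whose normalised, plate-corrected inhibition of enzyme fluorescence in the single-dose primary screen is 50% or more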;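 further: 0% = DMSO with enzyme and 100% = substrate without enzyme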
# PABP1 MLLE inh: inhibitors of PABP1 MLLE–PAM2 peptide binding, primary screen, biochemical, fluorescence polarization, FITC-PAM2, GST-MLLE | 360,000 tested, 0.36% active | inhibition, % at 20 µM | Polyadenylate-binding protein 1 (Homo sapiens), P11940; in the data active means inhibition above about 35%, passing the limit was not always enough;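 further: plate controls were DMSO wells with GST-MLLE for no effect and wells lacking GST-MLLE protein for full effect; some results filed as inactive read as strong as hits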
# SKN-1 block: suppressors of acrylamide-induced Pgst-4::GFP reporter in worms, primary screen, SKN-1 inhibitor project, whole organism, uHTS, GFP/RFP fluorescence ratio, strain VP596; C. elegans VP596 Pgst-4::GFP/RFP ratio, 24 h; inhibition, % at 21.8 µM; 360,000 tested, 0.49% active; AID 624304, 2012;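 active means interference check ratio from 0.5 to 1.5 plus GFP to RFP signal ratio inhibition reaching or exceeding a fixed threshold, cut at about 30% in these data, passing the limit was not always enough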; further: some compounds called inactive have numbers as strong as hits
# Tb MetRS inh: T. brucei MetRS inhibitors, primary screen, biochemical, luminescence. purified T. brucei MetRS, ATP depletion, Kinase-Glo luminescence. methionyl-tRNA synthetase (Trypanosoma brucei brucei). AID 624268, 2012. inhibition, % at 11.9 µM. 360,000 tested, 0.4% active;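 active means inhibition above a per-plate cutoff of the control wells' mean inhibition plus 3 SD, cut at about 5.5% in these data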;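 further: 0% = DMSO wells median and 100% = median of wells with control inhibitor compound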
#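 Material: T. brucei methionyl-tRNA synthetase, purified; reagent: substrates ATP, L-methionine and bulk Escherichia coli tRNA; dosing: 11.9 µM single point; timing: 15 min plus 2 h at 25 °C; detection: luminescence of leftover ATP; evaluation: % inhibition; control set: DMSO-only wells as low control; replicates: singlicate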
# MT1-MMP act inh: blockers of MT1-MMP proenzyme processing, primary screen, HT1080 RFP-PRO-GFP cells, GFP/RFP fluorescence. Matrix metalloproteinase-14 (Homo sapiens), P50281. GFP/RFP ratio fluorescence, overnight; percent of plate control window, DMSO zero. GFP/RFP ratio change, % at 20 µM. 360,000 tested, 0.061% active. AID 651647, 2012;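 active means GFP/RFP ratio change of at least 30% with cell ATP level not reduced by more than half and red fluorescence within 50% of control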; further: strong numbers were not always called active
#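 Assay system – RFP-PRO-GFP reporter HT1080 cells · Compound dosing – single dose of 20 µM compound, 1% DMSO final · Incubation – overnight compound exposure at 37 °C · Measure – GFP/RFP fluorescence ratio · Benchmarks – DMSO wells and RFP-L50D-GFP cells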
# MsrA inh: bovine MsrA enzyme inhibitors, primary screen, biochemical, absorbance, HTS | purified bovine MsrA, absorbance read-out | 360,000 tested, 0.75% active | inhibition, % at 15.5 µM; in the data active means inhibition above about 4.5%;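 further: 0% = vehicle wells with enzyme and 100% = reference inhibitor wells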
# bovine MsrA act: bovine MsrA enzyme activators, primary screen, biochemical, absorbance, HTS | Methionine sulfoxide reductase A (Bos taurus) | purified bovine MsrA, absorbance read-out | activation, % at 10.6 µM | 360,000 tested, 0.3% active | AID 602163, 2012; in the data active means activation above about 7.5%;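 further: 0% = vehicle and 100% = reference activator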
# eLon inh: inhibitors of E. coli Lon protease, primary screen, biochemical, fluorescence polarization. purified E. coli Lon protease. 360,000 tested, 0.42% active. AID 602123, 2011. inhibition, % at 7.94 µM; in the data active means inhibition above about 13%, passing the limit was not always enough;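 further: 0% = enzyme with probe and DMSO and 100% = no enzyme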
# Numbers without * were called inactive; · = no result given. Random draw from the library; any-hit rate near 4%.
no.	canonical_smiles	NRP1-CendR mod	FAS TE block	PABP1 MLLE inh	SKN-1 block	Tb MetRS inh	MT1-MMP act inh	MsrA inh	bovine MsrA act	eLon inh
1	CCOC(=O)C1CCN(C(=O)COc2ccc(N(C)S(=O)(=O)c3ccc(C)cc3)cc2)CC1	18	1	-7	-21	-0.7	4	1.5	-9	-6
2	CC(C)(C)c1cc[n+](-c2[nH]c(=O)sc2/C=N/N=C(\[O-])c2ccccc2)cc1	6	-4	22	6	-0.2	-1	4.2	-6	-1
3	Cc1ccc(C2/C(=C(/O)c3ccc4c(c3)CC(C)O4)C(=O)C(=O)N2CCCn2ccnc2)cc1 (stereo not given)	5	-3	9	6	-0.1	2	2.7	-4	2
4	Cc1ccc(N=CC2=C(O)CC(c3cccc(Cl)c3)CC2=O)cc1 (stereo not given)	8	-4	13	-10	-0.6	4	0.4	-4	-13
5	CNc1cncc(-c2ccccc2CO)n1	-3	-7	-9	0	-0.3	-3	1.9	-6	-13
6	Oc1cccc(/C=N/N(Cc2ccccc2)c2ccccc2)c1	-6	32	-4	-5	0.0	5	0.2	-2	3
7	O=C1c2ccccc2C(=O)N1CCCc1nc(-c2ccncc2)no1	-12	-6	13	-13	-0.6	2	2.1	-2	-5
8	Cc1ccc(-n2c(=O)c3c(c4cc(C)ccc4n3C)n(CC(=O)NCC3CCCO3)c2=O)cc1 (stereo not given)	1	-10	0	-3	-0.3	-3	-0.8	-5	-5
9	CCOC(=O)[C@@H]1[C@H]2COc3ccccc3[C@@H]2N2C(=O)N(c3ccc(OC)cc3)C(=O)[C@@]12C	5	3	5	6	-0.3	0	0.6	-2	3
10	COc1ccc(-c2cc(COc3ccccc3)on2)cc1	-3	26	0	20	-0.4	0	0.2	-8	2
11	CSc1ccccc1C(=O)Nc1cccc(C(C)O)c1 (stereo not given)	-5	-7	0	-12	-0.2	6	1.1	-9	-2
12	CC(C)(C)n1nnnc1C(c1ccccc1F)N1CCN(C(=O)c2ccco2)CC1 (stereo not given)	-8	-1	-11	13	0.2	2	-0.5	-2	-11
13	Cc1sc2c3ccsc3ccc2[n+]1C	8	-7	-34	-5	0.2	-2	-0.5	6	-8
14	Cc1ccc(NC(=O)CSCc2cc(=O)n3nc(C4CC4)sc3n2)cc1	6	-1	21	4	-0.1	0	-0.1	5	-9
15	CCc1cccc(CC)c1NC(=O)Cn1c(-c2ccccc2Cl)nc2ccccc21	-3	-16	7	17	-1.0	4	-1.0	-4	-5
16	O=CN/N=C/c1c(O)ccc2ccccc12	39	-5	96	-22	-0.3	-106	-0.4	-1	2
17	CC(=O)c1cccc(NC(=O)N2CCCCCC2)c1	8	-4	-4	-12	-0.1	-6	0.2	-3	-10
18	Cc1cc(N2CCCC2=O)c(N)cc1N	13	-9	6	5	-1.5	3	-0.1	-2	-5
19	CCCc1cc(=O)oc2cc(C)cc(OC(C)C(=O)N[C@@H](Cc3c[nH]c4ccccc34)C(=O)O)c12 (stereo not given in full)	-17	1	-9	9	-0.9	-2	·	-4	1
20	COc1cc(OC)c(C(=O)OCC(=O)N(Cc2ccccc2)C(C)(C)C)cc1OC	-2	5	-7	-10	-1.3	1	1.2	-4	2
21	CCCCC(=O)Nc1nc(C)c(-c2csc(Nc3ccccc3OC)n2)s1	-4	13	-14	-1	0.4	7	0.5	-1	-27
22	CCCNc1nc(Cl)nc(Nc2ccc(Cl)cc2)n1	13	-1	-3	23	-0.2	4	-0.6	-6	2
23	CCn1c(=O)c(CCC(=O)NCCN2CCOCC2)c(C)c2c(C)nn(-c3cccc(C)c3)c21	28*	3	2	0	1.1	-1	-0.8	2	-3
24	CSCC[C@H](NC(=O)c1cccc([N+](=O)[O-])c1C)c1nc2ccccc2[nH]1	-1	5	10	-2	2.0	-3	0.3	-4	-5
25	Cc1ccc(-n2c(C)cc(=O)cc2C)c(C)c1	3	-8	5	0	0.3	1	-0.4	-3	3
26	CCc1n[nH]c(=S)n1N=C1CCC(C)CC1 (stereo not given)	-1	-7	-11	2	-1.0	0	0.3	-12	3
27	Cc1sc(N2C(=O)C3C(C2=O)[C@H]2C=C[C@@H]3C2)c(C#N)c1C (stereo not given in full)	-2	-2	8	-4	-0.5	1	-1.7	-3	0
28	CCOC(=O)C1CCN(Cc2ccc(F)cc2F)CC1	5	-7	-6	5	-0.8	1	1.1	4	-4
29	COc1cc(NC(=O)c2cc(-c3ccc(F)cc3OC(C)C)n[nH]2)cc(OC)c1OC	-9	17	-11	10	-0.3	6	-0.2	0	-5
30	COc1cc(NC(=O)c2cccs2)ccc1NC(=O)c1ccco1	-4	-2	-11	3	-0.1	6	2.3	3	-6
31	COCCCNc1nc2nonc2nc1N1CCC(C(C)N2CCOCC2)CC1 (stereo not given)	2	1	5	-1	-0.1	-6	2.6	-4	3
32	CSc1ncnc2c1ncn2CCCNc1ccc(C)c(C)c1	-9	-7	7	2	-1.2	7	1.9	-3	-10
33	Cc1ccccc1CN(C)C(=O)COC(=O)CSc1ccc([N+](=O)[O-])cc1	18	47	20	28	-0.2	2	-0.2	-3	-1
34	c1ccc(Cn2ncc3ccccc32)cc1	-3	-2	1	1	-0.5	-3	1.6	-1	-5
35	O=C(/C=C/c1cccc(Br)c1)c1ccc2c(c1)OCO2	-7	13	-9	-7	-0.6	-1	-0.9	-7	-16
36	COc1ccc(N2CC(C(=O)Nc3nnc(SCCC4OCCO4)s3)CC2=O)cc1 (stereo not given)	-5	-7	-28	7	0.1	1	-1.0	0	8
37	CC(C)CN1C(=S)SC(C)(C)C1n1oc(=O)n(-c2ccc(Cl)cc2)c1=O (stereo not given)	-3	14	11	-11	-1.6	1	·	-8	0
38	Cc1onc(-c2c(F)cccc2Cl)c1C(=O)Oc1ccccc1	13	28	-4	13	-1.1	0	0.4	-7	-1
39	Cc1ccc(N2CN=C3SCC(=O)N3C2)cc1C	8	-7	-20	2	0.5	3	-0.7	-3	0
40	CC(=O)N1C[C@H]2CON(C)[C@H]2C[C@H]1c1ccccc1Br	-12	-12	0	-9	-0.5	2	-0.5	-4	-1
41	CCOC(=O)c1c(-c2ccc(C)cc2)csc1NC(=O)C1CCCO1 (stereo not given)	-1	22	-9	-3	-0.1	3	0.0	0	-3
42	O=C(NC1CCCCC1)c1cc(Cl)ccc1[N+](=O)[O-]	2	-8	-7	9	1.8	-4	0.6	4	6
43	Nn1c(=S)[nH]nc(Cc2ccc(O)cc2)c1=O	22	-3	-118	5	-0.1	6	0.7	-3	-9
44	CCN1CCN(C(c2ccccc2)c2sc3nc(C)nn3c2O)CC1 (stereo not given)	-4	-7	2	-3	0.5	4	1.2	0	-8
45	O=C(COc1ccccc1)NC(=S)Nc1cccc2c(O)cccc12	1	14	21	33	-0.2	2	-0.9	0	-10
46	COC(=O)CCCCCCCCC(O)CN(C)C (stereo not given)	-10	-7	2	-4	-0.4	-2	0.4	-1	-2
47	CCOc1ccc(NS(=O)(=O)c2ccc(OCC(=O)NCCCOC)cc2)cc1	-6	-6	-20	-20	0.1	0	-0.5	0	-5
48	O=C(COC(=O)c1ccccc1SCC(=O)NC1CCS(=O)(=O)C1)NC1CCS(=O)(=O)C1 (stereo not given)	-2	-6	15	4	-0.5	0	-0.5	-4	-9
49	Cn1c(COc2ccccc2Br)nc2ccccc21	12	11	-1	0	-0.8	0	-1.2	-2	2
50	COc1cc(OC)cc(C(=O)Nc2nc(-c3ccccc3)c(-c3ccccc3)o2)c1	-6	41	-3	0	-0.7	0	-0.4	-2	9
51	COc1ccc(CN(C(=O)c2cccs2)c2ccccc2C(=O)O)cc1	13	-4	-5	15	-0.6	-4	1.1	-2	3
52	Cc1cccc(NC(=O)CNC(=O)COC(=O)c2ccco2)c1C	-4	-2	-13	-4	-0.1	-2	-0.7	2	-12
53	COc1ccc(CN2CCC(=O)N([C@H](CO)c3ccccc3)CC2)cc1OC	-7	-9	13	-6	0.0	0	-1.1	-2	0
54	COc1ccccc1OCC(=O)Nc1ccc2c(c1)n(C)c(=O)n2C	3	-1	-2	9	0.5	4	0.7	-1	8
55	COc1ccccc1N1CCN(C(c2ccc(C)cc2)c2nnnn2C(C)C)CC1 (stereo not given)	-8	10	-5	21	-1.2	4	1.0	1	-8
56	CC(SC(=S)N1CCCC1)C(=O)O (stereo not given)	36*	-3	-2	-1	-0.4	5	1.0	-2	-8

# The listing continues:
no.	canonical_smiles	NRP1-CendR mod	FAS TE block	PABP1 MLLE inh	SKN-1 block	Tb MetRS inh	MT1-MMP act inh	MsrA inh	bovine MsrA act	eLon inh
57	Cc1ccc(CSc2nc3ccncc3[nH]2)cc1	-6	-9	-9	6	-3.2	1	-0.7	-3	-14
58	Cc1ccc(S(=O)(=O)N2CCCCC2)cc1NC(=O)CCN1C(=O)C2CC=CCC2C1=O (stereo not given)	3	-4	2	31	-0.2	1	0.1	-1	-2
59	COc1ccc(S(N)(=O)=O)cc1C(=O)NCC1(N2CCCCC2)CCCCC1	4	-6	-1	-13	-1.4	-6	-0.9	-7	-8
60	CN(CC1CCCO1)S(=O)(=O)c1ccc(C(=O)Nc2ccccc2F)cc1 (stereo not given)	-2	0	6	9	-0.6	1	-0.1	-5	-2
61	O=C(CSCc1ccccc1)NC1CCSC1=O (stereo not given)	3	-8	31	-1	-0.3	-2	0.4	-2	-5
62	O=C1c2ccccc2C(=O)N1Cc1nc2ccccc2o1	-7	2	-12	6	-0.7	-3	1.1	-2	-1
63	NC(=O)c1ccc(N2CCCCCC2)c([N+](=O)[O-])c1	-9	-4	5	11	-0.2	4	-1.0	-2	2
64	Cc1nnc(N2CCOCC2)c2ccccc12	-3	1	-10	-4	-0.7	-4	0.7	-5	0
65	COCCn1nnnc1C(c1cc2ccc(C)cc2[nH]c1=O)N(Cc1ccco1)Cc1cccs1 (stereo not given)	-2	7	10	3	-0.7	3	2.8	-9	-4
66	CCOc1ccc(Cn2nnc(C(=O)NCCc3ccccc3)c2N)cc1	-1	1	-9	9	0.1	16	-0.4	-1	4

# 4 compounds drawn at random from those above, as already listed:
no.	canonical_smiles	NRP1-CendR mod	FAS TE block	PABP1 MLLE inh	SKN-1 block	Tb MetRS inh	MT1-MMP act inh	MsrA inh	bovine MsrA act	eLon inh
63	NC(=O)c1ccc(N2CCCCCC2)c([N+](=O)[O-])c1	-9	-4	5	11	-0.2	4	-1.0	-2	2
57	Cc1ccc(CSc2nc3ccncc3[nH]2)cc1	-6	-9	-9	6	-3.2	1	-0.7	-3	-14
60	CN(CC1CCCO1)S(=O)(=O)c1ccc(C(=O)Nc2ccccc2F)cc1 (stereo not given)	-2	0	6	9	-0.6	1	-0.1	-5	-2
61	O=C(CSCc1ccccc1)NC1CCSC1=O (stereo not given)	3	-8	31	-1	-0.3	-2	0.4	-2	-5
